# Screening results deposited in PubChem by Sanford-Burnham Center for Chemical Genomics.
# SENP8 block-1 = SENP8 protease inhibition. inhibition, % at 10 µM. AID 2540. purified SENP8, Z-RLRGG-aminoluciferin cleavage, luminescence. hit rate 1.2% among 330,000. Q96LD8; in the data active means inhibition above about 50%
# Target sequence (Q96LD8 whole entry, looked up): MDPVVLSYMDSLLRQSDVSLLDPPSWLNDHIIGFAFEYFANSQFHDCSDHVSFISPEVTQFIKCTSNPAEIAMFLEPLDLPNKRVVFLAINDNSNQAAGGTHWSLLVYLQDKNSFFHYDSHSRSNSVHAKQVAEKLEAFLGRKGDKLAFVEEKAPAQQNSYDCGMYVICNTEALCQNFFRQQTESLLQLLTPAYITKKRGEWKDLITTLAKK
# HKDC1 inh = blocks human hexokinase HKDC1 activity | recombinant HKDC1, G6PDH/diaphorase resazurin coupled fluorescence | hit rate 0.16% among 340,000 | inhibition, % at 20 µM;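 active means inhibition above about 35% when tested at 20 µM, limit read from the data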;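 further: plate controls were DMSO wells with enzyme for no effect and DMSO wells lacking enzyme for full effect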
#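 Test system: recombinant HKDC1 (HK5) hexokinase enzyme, produced in-house / Doses: 20 µM test compound, 1% DMSO / Timing: 90 min, room temperature / Detection: G6PDH/diaphorase-coupled fluorescence, 1 mM NADP, 100 µM resazurin, 525/613 nm / Control set: DMSO wells with and without enzyme mix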
# NALP3 yeast inh = blocks the NALP3 inflammasome reconstituted in yeast; Yeast reconstituted NLRP3/ASC/caspase-1, beta-gal luminescence, 24 h; inhibition, % at 10 µM; hit rate 0.39% among 330,000; AID 2825;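 active means inhibition of 50% or more; inactive means inhibition below 50%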;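 further: plate controls were induced DMSO wells for no effect and uninduced yeast grown without galactose for full effect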
# SENP6 block = blocks the human protease SENP6; inhibition, % at 10 µM; Recombinant SENP6 catalytic domain, aminoluciferin luminescence; hit rate 1.8% among 330,000;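 active means inhibition above about 50% at the single tested dose, limit read from the data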;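 further: plate controls were DMSO wells with enzyme for no effect and DMSO wells lacking enzyme for full effect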
# Target sequence (Q9GZR1 628-1112 limits assumed): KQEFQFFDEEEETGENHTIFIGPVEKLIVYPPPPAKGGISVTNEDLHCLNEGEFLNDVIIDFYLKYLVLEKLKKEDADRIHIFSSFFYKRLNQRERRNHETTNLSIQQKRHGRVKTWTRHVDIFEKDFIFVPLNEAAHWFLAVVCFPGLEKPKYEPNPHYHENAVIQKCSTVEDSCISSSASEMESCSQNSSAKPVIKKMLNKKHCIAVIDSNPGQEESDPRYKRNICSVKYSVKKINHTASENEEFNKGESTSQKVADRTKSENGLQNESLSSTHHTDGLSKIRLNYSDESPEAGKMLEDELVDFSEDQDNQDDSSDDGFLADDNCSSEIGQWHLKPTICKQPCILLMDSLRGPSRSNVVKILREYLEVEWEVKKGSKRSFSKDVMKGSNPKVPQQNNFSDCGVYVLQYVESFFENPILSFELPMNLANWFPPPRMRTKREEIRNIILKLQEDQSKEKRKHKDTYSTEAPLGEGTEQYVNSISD
# SENP1 FRET inh = inhibitors of human SENP1 SUMO protease catalytic domain; Q9P0U3; recombinant SENP1 catalytic domain, CyPet-SUMO1-YPet FRET cleavage; inhibition, % at 10 µM; hit rate 0.21% among 360,000; AID 624204;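 active means inhibition at least 30% at 10 µM, raw YFP signal under a set limit, fluorescence ratio 0.5 to 1.5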;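 further: 0% = enzyme with DMSO and 100% = no enzyme wells; some results filed as inactive read as strong as hits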
# Target sequence (Q9P0U3 419-644 limits assumed): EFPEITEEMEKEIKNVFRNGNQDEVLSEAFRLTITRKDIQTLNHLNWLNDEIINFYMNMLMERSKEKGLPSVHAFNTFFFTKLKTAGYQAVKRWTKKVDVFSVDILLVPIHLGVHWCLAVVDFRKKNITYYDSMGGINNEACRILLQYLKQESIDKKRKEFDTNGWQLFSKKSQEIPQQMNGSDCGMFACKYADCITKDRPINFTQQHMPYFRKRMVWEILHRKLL
#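 System: Recombinant human SENP1 catalytic domain, His6-tagged | Incubation: Enzyme reaction for 50 min at room temperature, dark | Medium: Tris pH 8 with BME, BSA, NP40 and catalase | Also added: 25 nM SUMO1 FRET substrate | Compound: 10 µM single point, 0.5% DMSO | Measured by: FRET fluorescence in CFP and YFP emission channels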
# SENP8 block-2 = SENP8 (human) protease inhibition. AID 602440. inhibition, % at 20 µM. hit rate 0.64% among 360,000. recombinant SENP8, Nedd8 substrate fluorescence. Q96LD8; in the data active means inhibition mostly above about 40%, no sharp cut-off; inactive means mostly below about 27%
# SENP7 inh = inhibitors of human SENP7 protease | inhibition, % at 5 µM | AID 434973 | hit rate 1.5% among 330,000 | recombinant SENP7, Z-RLRGG-aminoluciferin luminescence, 40 min;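 active means inhibition above about 50% at the single test dose, limit read from the data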;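 further: plate controls were DMSO with enzyme for no effect and no enzyme buffer wells for full effect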
# PfGluPho inh = PfG6PD (Plasmodium falciparum) enzyme inhibition; PfGluPho enzyme, NADPH resazurin-diaphorase fluorescence; inhibition, % at 20 µM; hit rate 0.78% among 350,000; AID 504690;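 active means inhibition reaching at least a set limit at 20 µM in the primary screen, cut at about 59% in these data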;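 further: 0% = DMSO wells with substrate and 100% = DMSO wells lacking glucose-6-phosphate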
# Apaf-1 inh = blocks human Apaf-1 apoptosome activity. reconstituted apoptosome caspase-3 activity, DEVD-Rh110 fluorescence. inhibition, % at 20 µM. hit rate 0.71% among 330,000. AID 489030; active means inhibition of at least 40% at 20 µM;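 further: plate controls were DMSO wells for no effect and DEVD-CHO caspase inhibitor wells for full effect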
#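 Material: biochemical Apaf-1 apoptosome reconstitution. Medium: Hepes buffer, pH 7.5. Also added: cytochrome c activation, bis-DEVD rhodamine 110 substrate. Timing: 30 min compound preincubation, 50 min activation, room temperature. Measured by: rhodamine 110 fluorescence at Ex 480/Em 540 nm.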
# Active calls of the source: *; i = inactive; · = not tested or not shown.
SMILES,SENP8 block-1,HKDC1 inh,NALP3 yeast inh,SENP6 block,SENP1 FRET inh,SENP8 block-2,SENP7 inh,PfGluPho inh,Apaf-1 inh
CN1C(=O)[C@H]2[C@@H](C3CC3)N3C(=O)CN(CC4CC4)C(=O)[C@@]3(C)[C@H]2C1=O,-10,1,3,-6,3,-4,-1,-6,-6
COc1cccc(N2CCN(Cc3nc(N)nc(Nc4ccccc4)n3)CC2)c1,-3,-5,-3,14,0,31,5,8,-7
O=S1(=O)NC[C@]23C[C@H](c4ccc(F)cc4)[C@@H](C[C@@H]21)O3,-2,-3,10,0,1,19,-1,4,-9
C=CC[C@H](CC(=O)OC(C)(C)C)C(=O)OC[C@@H]1CCCN1C(=O)[C@H](CC=C)CC(=O)N[C@H](CO)Cc1ccccc1,2,1,25,14,-1,8,12,-12,27
COc1ccc(CCN(C)CC(=O)Nc2c(C)cc(C)cc2C)cc1OC,-1,-2,15,4,3,14,1,7,3
COc1ccc(C)cc1N(C)C(=O)c1coc(=O)c2ccccc12,-8,-2,-12,-13,-9,26,-12,-11,14
O=C(NNS(=O)(=O)c1ccccc1)c1sccc1-n1cccc1,-4,-7,19,-19,-1,19,6,-7,11
O=S(=O)(/C=C/c1ccccc1)n1cnc2ccccc21,-5,0,9,1,6,26,-2,-1,-7
CC1(c2ccc(Cl)cc2)NC(=O)N(CC(=O)NCc2cccs2)C1=O (stereo unspecified),-5,-5,-4,-21,1,9,2,-13,-3
C=CCSc1nc2ccccc2n1C(=O)/C=C/c1cc(OC)c(OC)c(OC)c1,-8,20,42,-4,1,-1,-8,11,-4
CCc1cc(CNC(=O)CC2C(=O)NCCN2Cc2ccc(-c3ccccc3)cc2)on1 (stereo unspecified),-9,0,32,9,-14,-82,0,-2,9
CCN1CCCC1CNC(=O)c1cc(NC(C)=O)c(N(C)C)cc1OC (stereo unspecified),-7,3,3,-8,2,9,-2,-7,-3
COC(=O)CSCC(=O)Nc1nnc(-c2ccccc2C)s1,-13,-11,-4,-1,4,4,-3,-10,-10
CC(=O)Nc1nonc1C(=O)N1CCC(C)CC1,-1,-10,-3,-10,2,7,-5,2,0
O=C(Nc1ccc2c(c1)OCO2)c1ccccc1,41,1,31,62*,0,11,55*,6,11

# The last 3 compounds of the section before come first, to join the parts:
SMILES,SENP8 block-1,HKDC1 inh,NALP3 yeast inh,SENP6 block,SENP1 FRET inh,SENP8 block-2,SENP7 inh,PfGluPho inh,Apaf-1 inh
COC(=O)CSCC(=O)Nc1nnc(-c2ccccc2C)s1,-13,-11,-4,-1,4,4,-3,-10,-10
CC(=O)Nc1nonc1C(=O)N1CCC(C)CC1,-1,-10,-3,-10,2,7,-5,2,0
O=C(Nc1ccc2c(c1)OCO2)c1ccccc1,41,1,31,62*,0,11,55*,6,11
Cc1c(C(=O)OCC(=O)NCc2ccccc2)oc2ccccc12,-12,-5,35,-7,0,18,7,11,-6
CCOC(=O)CCC(=O)N1CCNC(=O)C1,0,-1,24,3,2,16,3,-4,-2
COc1ccc(N2CCN(CC(=O)Nc3sccc3C#N)CC2)cc1,3,-1,8,-6,-39,-15,1,-2,5
Oc1ccc(N=Nc2cccc(Cl)c2)cc1C=Nc1ccc(N2CCOCC2)cc1,·,-1,·,·,6,53*,·,8,·
CCOC(=O)c1ccc(NC(=O)c2cccc(S(=O)(=O)N3c4ccccc4CC3C)c2)s1 (stereo unspecified),-10,2,2,3,2,-116,1,-2,1
COc1ccc(C2C(C(=O)Nc3ccccc3)=C(C)N=C3SCC(=O)N32)cc1 (stereo unspecified),3,3,-3,-1,1,22,10,-17,11
COc1ccccc1C(=O)Nc1ccc2nc(SCC(=O)N(C)C)sc2c1,-1,12,4,6,0,-31,7,7,8
O=C(CSc1nc(-c2ccccc2Cl)ns1)Nc1ccc2c(c1)OCO2,-20,-4,2,5,0,6,-12,3,5
C[n+]1c(/C=C/c2ccc(O)cc2)ccc2ccccc21,4,3,29,-10,24,15,1,12,7
C[C@@H]1O[C@@H](O[C@H]2[C@H](Oc3cc(O)c4c(c3)OC(c3ccc(O)cc3)CC4=O)O[C@H](CO)[C@@H](O)[C@@H]2O)[C@H](O)[C@H](O)[C@H]1O (stereo partly specified),-4,-7,0,-5,0,12,5,-4,-8
COc1ccc(NC(=O)c2c3c(nc4ccccc24)CCC3)cc1S(=O)(=O)N1CCOCC1,-2,3,6,3,3,-3,-4,-19,10
N#Cc1ccccc1NC(=O)COC(=O)C1CCN(C(=O)c2ccc(Cl)cc2)CC1,3,-3,1,-12,0,1,4,-4,2
O=c1[nH]c(CSc2nnc(-c3ccccc3)n2C2CCCCC2)nc2ccccc12,-2,3,6,-4,-2,16,0,-11,2
CCCC(C(=O)NC1CCCC1)N(C(=O)c1snc(C(N)=O)c1N)c1ccc(OCC)cc1 (stereo unspecified),-6,2,24,0,-3,-205,-7,-8,22
C=CCOc1ccc(C2NC(=O)NC(C)=C2C(=O)OC)cc1 (stereo unspecified),0,0,12,3,-4,5,-3,-18,7
Cc1c(Cl)c([N+](=O)[O-])nn1CCCC(=O)Nc1c(Cl)cccc1Cl,7,-8,11,1,2,5,7,21,-8
COC(=O)N(C)c1nc2ccccc2s1,-4,5,14,-13,1,27,4,-5,4
CC(=O)N1CCc2c(sc(NC(=O)CCS(=O)(=O)c3ccccc3)c2C#N)C1,6,-4,17,-20,-17,-9,-4,3,-1
Cc1cc(OC(=O)c2cccc(Br)c2)c([N+](=O)[O-])c(=O)[nH]1,0,-4,3,3,1,15,7,-2,3
Cn1cnnc1SCC(=O)Nc1ccc2ccccc2c1,0,-3,11,-5,1,12,8,12,-2
Cc1n[nH]c(=O)n1-c1ccc(Oc2ccccc2)cc1,5,-2,12,6,0,24,23,-13,2
CC(C)OC(=O)CC1=NC(=O)CS1,0,3,2,-2,4,17,-2,2,2
COc1ccc(C(=O)C2CCCN(Cc3ccc(C#CCCO)cc3)C2)c(OC)c1 (stereo unspecified),-4,-7,26,1,0,25,-3,27,-12
CCc1nnc(NC(=O)c2ccc(-c3cc(C(F)(F)F)ccc3Cl)o2)s1,-9,-9,9,-4,1,-26,-6,-14,-1
Cc1ccccc1-c1nc(CN2CCC(C(=O)NCc3cccs3)CC2)c(C)o1,-4,-5,7,2,1,10,3,-19,4
CC(C)Cc1cc(C(=O)N2CCCC(CO)(Cc3ccc(F)cc3F)C2)n[nH]1 (stereo unspecified),-5,0,5,6,-1,1,-6,3,0
Cc1csc2nc(COC(=O)c3cccc(N(C)C)c3)cc(=O)n12,7,-1,3,2,-2,i,7,23,10
CCC(=O)Nc1cc(C(=O)O)ccc1Sc1ccc(C)cc1,-1,-4,-9,-11,-1,-7,2,12,7
CC(C)(C)c1cc(/C=N/O)cc(C(C)(C)C)c1O,7,-4,-15,2,2,4,4,6,5
O=C(O)c1ccccc1NS(=O)(=O)c1cccc(C(F)(F)F)c1,2,12,6,4,0,9,7,-16,-3

# Record cards (already shown). Order of values: SENP8 block-1	HKDC1 inh	NALP3 yeast inh	SENP6 block	SENP1 FRET inh	SENP8 block-2	SENP7 inh	PfGluPho inh	Apaf-1 inh
# `Cc1ccccc1-c1nc(CN2CCC(C(=O)NCc3cccs3)CC2)c(C)o1` as listed: -4	-5	7	2	1	10	3	-19	4
# `Cc1cc(OC(=O)c2cccc(Br)c2)c([N+](=O)[O-])c(=O)[nH]1` as listed: 0	-4	3	3	1	15	7	-2	3
# `CC(C)OC(=O)CC1=NC(=O)CS1` as listed: 0	3	2	-2	4	17	-2	2	2
# `Cc1csc2nc(COC(=O)c3cccc(N(C)C)c3)cc(=O)n12` as listed: 7	-1	3	2	-2	i	7	23	10
# `CCc1nnc(NC(=O)c2ccc(-c3cc(C(F)(F)F)ccc3Cl)o2)s1` as listed: -9	-9	9	-4	1	-26	-6	-14	-1

# Continued:
SMILES,SENP8 block-1,HKDC1 inh,NALP3 yeast inh,SENP6 block,SENP1 FRET inh,SENP8 block-2,SENP7 inh,PfGluPho inh,Apaf-1 inh
COc1cc(/C=N/NC(=O)C(=O)/C=C2\NC(C)(C)Cc3ccccc32)ccc1O,5,-5,-12,14,-1,-29,-2,46,1
CCN(CC(=O)Nc1ccc(OC)cc1)CC(=O)Nc1ccc(Br)cc1F,-5,-1,7,-8,2,22,-5,30,14
O=C(Nc1cccc(C(=O)Nc2ccccc2F)c1)c1ccccc1,-5,-1,29,0,2,14,-7,1,-3
O=C(c1cc(Cl)nc2ccccc12)N1CCN(S(=O)(=O)c2cccc(F)c2)CC1,-7,-1,4,-20,0,-20,8,0,8
Cc1nn(CC(=O)N2CCN(c3ccccn3)CC2)c(=O)c2cc3sccc3n12,2,-3,11,-1,2,-3,-5,-4,-7
Cc1noc(C)c1C(=O)Nc1nc2ccc(S(C)(=O)=O)cc2s1,38,-7,17,66*,0,-183,62*,23,8
COc1cc(C(=O)Nc2ccc(OCC(=O)N3CCOCC3)cc2C)cc(OC)c1OC,-5,3,-1,-5,0,11,9,-13,0
COC(=O)CC1(c2ccc(OC)cc2)C(=O)c2ccccc2C1=O,-5,-1,-11,-22,1,-8,-10,-3,13
Cc1ccc(NC(=O)c2ccc3ncsc3c2)cc1S(=O)(=O)N(C)C,-3,·,2,-8,·,·,-2,·,-3
COc1ccc(C(=O)Nc2nnc(S(=O)(=O)Cc3ccc(F)cc3)s2)cc1,16,-3,2,9,3,-393,-13,8,4
Cc1ccc(C(=O)NNC(=O)c2ccccc2O)cc1S(=O)(=O)N1CCCCC1,-6,-6,16,-6,0,-6,-6,-60,-2

# Shown bar-delimited: 3 of the compounds above
molecule | SENP8 block-1 | HKDC1 inh | NALP3 yeast inh | SENP6 block | SENP1 FRET inh | SENP8 block-2 | SENP7 inh | PfGluPho inh | Apaf-1 inh
O=C(Nc1cccc(C(=O)Nc2ccccc2F)c1)c1ccccc1 | -5 | -1 | 29 | 0 | 2 | 14 | -7 | 1 | -3
Cc1noc(C)c1C(=O)Nc1nc2ccc(S(C)(=O)=O)cc2s1 | 38 | -7 | 17 | 66* | 0 | -183 | 62* | 23 | 8
COc1ccc(C(=O)Nc2nnc(S(=O)(=O)Cc3ccc(F)cc3)s2)cc1 | 16 | -3 | 2 | 9 | 3 | -393 | -13 | 8 | 4
